Screening data as filed in PubChem BioAssay.
ERAP1 HTS inh: ERAP1 (human) enzyme inhibition | Q9NZ08 | recombinant ERAP1, Leu-AMC fluorescence, 60 min | inhibition, % at 10.7 µM | 340,000 tested, 0.15% active;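 active means mean replicate inhibition of at least 30%, or all replicates individually reaching that 30% level; inactive means mean below 30% and not every replicate reaching it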;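 further: 0% = neutral control wells and 100% = L-leucinethiol positive control wells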
Cneo AK release: Cryptococcus neoformans lysis via adenylate kinase release | 360,000 tested, 0.2% active | C. neoformans lysis, adenylate kinase release luminescence, 4 h; normalised: neutral wells 0, clomiphene wells 100 | AID 651654 | lysis activity, % at 15 µM;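 active means mean lysis activity across replicates of at least 80%, whatever share of replicates individually reach that level; inactive means mean lysis activity below 80%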
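Material – Cryptococcus neoformans yeast cells · Quantity – 5 × 10^6 yeast cells/mL · Buffer or medium – YPD medium · Compound – single dose · Timing – 4 h static compound exposure, 37 °C, read 1 h post-reagent · Signal – adenylate kinase release luminescence · Read-out basis – lysis from increased AK signal · Benchmarks – Clomiphene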
RAD54 branch: blocks human RAD54 Holliday junction branch migration; Q92698; FAM/BHQ fluorescence; inhibition, % at 10.4 µM; 360,000 tested, 0.14% active; AID 602329;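 active means mean normalized replicate activity at least 40 and at least half of replicates scoring 40 or more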;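 further: 0% = median of neutral control wells and 100% = median of positive control wells; inhibitors cause a drop in the FAM fluorescence signal; in these data hits start at about 50%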
PglD DTNB: inhibitors of Campylobacter jejuni PglD acetyltransferase; purified PglD enzyme, DTNB colorimetric CoA detection; 360,000 tested, 0.098% active; AID 602405; inhibition, % at 12.5 µM; in the data active means inhibition above about 16%, passing the limit was not always enough; further: strong numbers were not always called active
miR-122 sensor: blocks miR-122 activity in Huh7 sensor cells. 340,000 tested, 0.3% active. activation (reporter increase), % at 12.5 µM. Huh7 miR-122 Renilla luciferase sensor, 48 h; neutral wells = 0, positive control = 100;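 active means mean replicate activation score at least 90 and every replicate individually at or above 90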;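 further: higher luciferase means less miR-122 activity so hits act as miR-122 inhibitors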
PGC1a acetyl inh: modulators of PGC1a acetylation | U2OS PGC1a acetylation, AlphaScreen anti-acetyl-lysine; with virally co-expressed GCN5 acetyltransferase | inhibition, % at 15.6 µM | 350,000 tested, 0.17% active;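 active means every replicate shows inhibition of at least 40%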;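 further: 0% = neutral control wells and 100% = positive control wells; some results beyond the cut were filed as inactive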
RAD52 anneal inh: blocks human RAD52 DNA annealing; 360,000 tested, 0.46% active; recombinant RAD52 DNA annealing, FRET fluorescence; P43351; inhibition, % at 18.7 µM;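 active means every replicate showing at least 50% inhibition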
Target sequence (P43351 whole entry, looked up): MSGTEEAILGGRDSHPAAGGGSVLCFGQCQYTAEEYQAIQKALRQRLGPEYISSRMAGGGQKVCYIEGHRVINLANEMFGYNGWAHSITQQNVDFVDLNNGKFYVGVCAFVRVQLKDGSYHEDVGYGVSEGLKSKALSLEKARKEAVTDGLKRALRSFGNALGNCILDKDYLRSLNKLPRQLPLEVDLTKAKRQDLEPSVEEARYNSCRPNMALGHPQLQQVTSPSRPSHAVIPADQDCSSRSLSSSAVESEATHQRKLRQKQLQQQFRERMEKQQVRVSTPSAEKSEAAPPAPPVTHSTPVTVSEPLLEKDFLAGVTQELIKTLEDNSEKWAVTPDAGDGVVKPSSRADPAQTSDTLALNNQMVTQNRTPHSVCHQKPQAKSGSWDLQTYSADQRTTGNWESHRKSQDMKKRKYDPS
E-sel inducer: induces E-selectin expression in human endothelial cells | HUVEC E-selectin immunofluorescence imaging; normalized: neutral wells 0, TNF-alpha wells 100 | activation, % at 7.58 µM | P16581 | 260,000 tested, 0.37% active;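 active means mean E-selectin-positive cell signal at least 10% of the positive control, reached in at least 60% of replicates, without over 20% cell loss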;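 further: in these data hits start at about 27%; measured in HUVEC primary endothelial cells; signal is the percent of cells scored E-selectin positive by PE staining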
Target sequence (P16581 whole entry, looked up): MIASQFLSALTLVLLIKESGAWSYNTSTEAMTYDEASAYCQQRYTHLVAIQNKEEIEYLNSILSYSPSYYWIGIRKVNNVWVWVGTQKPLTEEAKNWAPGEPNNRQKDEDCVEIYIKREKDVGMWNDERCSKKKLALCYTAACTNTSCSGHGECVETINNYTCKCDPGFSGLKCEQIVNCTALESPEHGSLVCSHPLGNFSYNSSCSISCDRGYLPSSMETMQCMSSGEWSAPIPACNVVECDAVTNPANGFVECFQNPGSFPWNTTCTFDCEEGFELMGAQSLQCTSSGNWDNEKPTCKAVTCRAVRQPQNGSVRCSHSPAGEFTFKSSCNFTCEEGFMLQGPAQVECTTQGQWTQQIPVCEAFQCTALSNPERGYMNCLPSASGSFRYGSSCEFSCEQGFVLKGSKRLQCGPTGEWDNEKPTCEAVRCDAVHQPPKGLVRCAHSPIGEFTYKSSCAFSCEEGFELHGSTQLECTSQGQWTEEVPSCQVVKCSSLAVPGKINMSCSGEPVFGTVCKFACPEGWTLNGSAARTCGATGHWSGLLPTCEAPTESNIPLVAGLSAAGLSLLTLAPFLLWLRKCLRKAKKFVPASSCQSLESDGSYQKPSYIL
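Test system: HUVEC; input: 3,000 HUVEC/well; measured by: immunofluorescence imaging; read-out: % PE-positive cells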
* marks the source's active call; other numbers are inactive results; & = joins results of further samples; [ ] = dose if it differs, or a comment.

For COc1ccc(-n2nnc3c(=O)n(CC(=O)Nc4ccc5c(c4)OCCO5)cnc32)cc1OC the results were ERAP1 HTS inh -3.8, Cneo AK release 5.8, RAD54 branch 10.2, PglD DTNB -3.8, miR-122 sensor -0.6, PGC1a acetyl inh 8.2, RAD52 anneal inh -16.5 and E-sel inducer -3.7.
CN(C)S(=O)(=O)N1CCCN(S(=O)(=O)N(C)C)CC1 was read as Cneo AK release 1.4, RAD54 branch 5.5, PglD DTNB 2.4, miR-122 sensor -3.4 and PGC1a acetyl inh 7.5.
Screening CC(C)(C)C(=O)NC(=S)NNC(=O)c1sc2ccccc2c1Cl returned Cneo AK release -1.2, RAD54 branch 9.5, PglD DTNB -4.8 and miR-122 sensor 1.7.
For CCC(C)Sc1ccc([C@H]2N[C@@](C)(C(=O)OC)[C@H]3C(=O)N(CC)C(=O)[C@@H]23)cc1 (some centres not stated) the results were ERAP1 HTS inh 0.7, Cneo AK release -1.4, RAD54 branch -4.8, PglD DTNB 1.4, miR-122 sensor -1.7, PGC1a acetyl inh 0.4, RAD52 anneal inh 1.7 and E-sel inducer -0.1.
COc1ccc(CCN2C(=O)N[C@@H](C(C)C)C2=O)cc1 was read as ERAP1 HTS inh -0.5, Cneo AK release 4.3, RAD54 branch -4.9, PglD DTNB 0.3, miR-122 sensor -2.3, PGC1a acetyl inh -6.6, RAD52 anneal inh -2.2 and E-sel inducer 0.4.
Screening COc1ccc(NC(=O)N2CC(=O)N3[C@H](CO)[C@@H](c4ccc(-c5ccc(C)cc5)cc4)[C@@H]3C2)cc1 returned ERAP1 HTS inh 1.2, PGC1a acetyl inh 7.6, RAD52 anneal inh -22.0 and E-sel inducer -0.8.
`O=C(OCc1ccccc1)c1cn(-c2ccccc2)nc1-c1ccncc1` gave Cneo AK release 0.8, RAD54 branch 3.7, PglD DTNB -1.0, miR-122 sensor -1.0 and PGC1a acetyl inh -0.6.
Screening CCCn1c(N)c(N(CCOC)C(=O)c2cc(C)cc(C)c2)c(=O)[nH]c1=O returned ERAP1 HTS inh 0.3, Cneo AK release -4.2, RAD54 branch -2.9, PglD DTNB 0.7 and RAD52 anneal inh 5.6.
COc1ccc(CCN(C)CC(O)COc2ccc(C(C)=O)cc2OC)cc1OC (configuration not stated) was read as ERAP1 HTS inh -4.7, Cneo AK release 3.5, RAD54 branch 8.8, PglD DTNB -3.6, RAD52 anneal inh -7.2 and E-sel inducer 0.5.
`C[C@@H]1CN([C@@H](C)CO)C(=O)Cc2cc(NC(=O)c3ccncc3)ccc2O[C@H]1CN(C)C(=O)NC1CCCCC1` gave ERAP1 HTS inh -2.4, Cneo AK release -12.1, RAD54 branch 6.7, PglD DTNB 1.7, miR-122 sensor -4.6[16.7 µM], PGC1a acetyl inh -0.7, RAD52 anneal inh -11.0 and E-sel inducer -0.1.
For CC(Oc1ccc2cc(-c3ccccc3)c(=O)oc2c1)C(=O)NCC1CCC(C(=O)O)CC1 (configuration not stated) the results were ERAP1 HTS inh -21.3, Cneo AK release -4.4, RAD54 branch 1.3, PglD DTNB 2.9, miR-122 sensor 1.8, PGC1a acetyl inh 6.4 and RAD52 anneal inh -10.9.
For O=C(Nc1ccccc1Cl)c1cc(C2CCCCN2C(=O)c2ccccc2)on1 (configuration not stated) the results were ERAP1 HTS inh -6.2, Cneo AK release 4.9, RAD54 branch -4.8, PglD DTNB -0.2, miR-122 sensor -2.8, PGC1a acetyl inh -3.6, RAD52 anneal inh -2.7 and E-sel inducer 0.0.
Screening C[C@@H]1CN([C@H](C)CO)C(=O)c2cc(-c3ccccc3F)cnc2O[C@@H]1CN(C)C(=O)NC1CCCC1 returned ERAP1 HTS inh 0.6, Cneo AK release -1.5, RAD54 branch 0.2, PglD DTNB 2.7, miR-122 sensor -2.4[16.7 µM], PGC1a acetyl inh -9.2, RAD52 anneal inh -4.6 and E-sel inducer 4.4.
For Cc1cc(C)cc(N(CC(=O)N2CCCC2)S(C)(=O)=O)c1 the results were ERAP1 HTS inh 1.0, Cneo AK release -1.8, RAD54 branch 0.5, PglD DTNB 3.6, miR-122 sensor -10.0, PGC1a acetyl inh 14.3 and RAD52 anneal inh -0.9.
For N#CCCn1cc(C=C(C#N)C#N)c(-c2ccc(Cl)cc2)n1 the results were ERAP1 HTS inh -0.3, miR-122 sensor 0.7, PGC1a acetyl inh -6.2 and RAD52 anneal inh -81.7.
For CC(C)Cn1c(=O)n(C)c(=O)c2[nH]cnc21 the results were ERAP1 HTS inh -1.5, Cneo AK release -0.6, RAD54 branch -0.9, PglD DTNB -4.7, miR-122 sensor 2.3, PGC1a acetyl inh 4.4, RAD52 anneal inh -8.0 and E-sel inducer 1.0.
For C[C@@H]1CN([C@H](C)CO)C(=O)CCCn2cc(nn2)CO[C@H]1CN(C)C(=O)Nc1ccccc1C(F)(F)F the results were ERAP1 HTS inh 4.0&-1.6&2.5, Cneo AK release -2.8&-1.6&59.4, RAD54 branch -20.5&-14.6&-0.2, PglD DTNB -0.8&-1.9&3.4, miR-122 sensor -7.5, PGC1a acetyl inh 14.4&1.0&12.5, RAD52 anneal inh -0.7&10.7&7.0 and E-sel inducer 0.2&-0.1.
For COCCNC(=O)c1ccc(C2SCC(=O)N2Cc2ccco2)cc1 (configuration not stated) the results were ERAP1 HTS inh 1.7, miR-122 sensor 0.1, PGC1a acetyl inh -4.4 and RAD52 anneal inh -13.0.
`CN(C)C(=O)c1ccc(-c2ccc([C@@H]3[C@@H](CO)N4CCCCN(CCC(F)(F)F)C[C@H]34)cc2)cc1` gave ERAP1 HTS inh 0.3, Cneo AK release 1.5, RAD54 branch -2.3, PglD DTNB 5.1, miR-122 sensor 10.5[16.7 µM], PGC1a acetyl inh 0.8, RAD52 anneal inh 8.6 and E-sel inducer 0.0.
`O=C(Nc1ccc2[nH]ncc2c1)C1CCC1` gave ERAP1 HTS inh -2.4, Cneo AK release 2.4, RAD54 branch 4.6, PglD DTNB 4.8 and RAD52 anneal inh -14.7.
Screening Cc1nnc2n(C3CCCCC3)c(=O)c3c4c(sc3n12)COC(C)(C)C4 returned Cneo AK release -1.4, RAD54 branch 4.6, PglD DTNB 3.0, miR-122 sensor 0.9 and PGC1a acetyl inh -10.5.
COc1ccccc1CCNC(=O)C1CCC(=O)N(C2CC2)C1 (configuration not stated) was read as ERAP1 HTS inh 3.9, Cneo AK release 5.4, RAD54 branch -9.9, PglD DTNB 3.4, miR-122 sensor -6.9, PGC1a acetyl inh 10.1 and RAD52 anneal inh -2.3.
CC(=O)c1cccc(N(C(=O)c2ccccn2)C(C(=O)NC2CCCCC2)c2ccccc2)c1 (configuration not stated) was read as ERAP1 HTS inh 1.6, Cneo AK release 0.2, RAD54 branch -8.9, PglD DTNB -0.3, miR-122 sensor -2.1, PGC1a acetyl inh -14.6, RAD52 anneal inh -1.5 and E-sel inducer 0.3.
Screening COc1ccc(S(=O)(=O)Nc2ccc3c(c2)CC(=O)N([C@H](C)CO)C[C@@H](C)[C@H](CN(C)Cc2ccncc2)O3)cc1 returned ERAP1 HTS inh 1.3, Cneo AK release -1.1, RAD54 branch -5.1, PglD DTNB 3.5, miR-122 sensor 3.8[16.7 µM], PGC1a acetyl inh 2.2, RAD52 anneal inh 14.5 and E-sel inducer -29.1.
Screening O=C(COc1ccc(Cl)cc1Cl)Nc1cccnc1 returned ERAP1 HTS inh -0.1, Cneo AK release -1.7, RAD54 branch -1.6, PglD DTNB -1.7, PGC1a acetyl inh 10.4, RAD52 anneal inh 0.6 and E-sel inducer -0.2.
CCN(CC)C(=O)Oc1cc(COC)nc(-c2ccccc2)n1 was read as ERAP1 HTS inh 0.1, Cneo AK release 1.7, RAD54 branch -2.3, PglD DTNB 5.8, miR-122 sensor 3.4, PGC1a acetyl inh -9.0 and RAD52 anneal inh -5.0.
For Cc1ccc(S(=O)(=O)Nc2cccc3c2O[C@H](CN(C)Cc2ccc4c(c2)OCO4)[C@@H](C)CN([C@H](C)CO)C3=O)cc1 the results were ERAP1 HTS inh 0.5, Cneo AK release -5.8, RAD54 branch 3.6, PglD DTNB -0.3, miR-122 sensor 27.9[16.7 µM], PGC1a acetyl inh -8.6, RAD52 anneal inh -4.0 and E-sel inducer -0.2.
`COc1ccc(-c2nsc3c(N4CCCC4)ncnc23)cc1` gave Cneo AK release -1.2, RAD54 branch -13.9, PglD DTNB -4.4, miR-122 sensor 3.9 and PGC1a acetyl inh 12.1.
CCc1c(C(C)S(=O)(=O)c2ccc(C)cc2)[nH]c(=O)n1-c1ccc(C)cc1 (configuration not stated) was read as Cneo AK release -0.2, RAD54 branch -0.8, PglD DTNB -5.1, miR-122 sensor -2.0 and PGC1a acetyl inh -27.2.
For Cc1cc2c(OCC(O)CNC3CCCCC3)cccc2[nH]1 (configuration not stated) the results were ERAP1 HTS inh -4.9, miR-122 sensor -4.9, PGC1a acetyl inh 3.6 and RAD52 anneal inh 19.9.

Structures from the list above containing a thiophene ring, fused or not, in the order listed:
Screening CC(C)(C)C(=O)NC(=S)NNC(=O)c1sc2ccccc2c1Cl returned Cneo AK release -1.2, RAD54 branch 9.5, PglD DTNB -4.8 and miR-122 sensor 1.7.
Screening Cc1nnc2n(C3CCCCC3)c(=O)c3c4c(sc3n12)COC(C)(C)C4 returned Cneo AK release -1.4, RAD54 branch 4.6, PglD DTNB 3.0, miR-122 sensor 0.9 and PGC1a acetyl inh -10.5.

(continued)
O=C(NC(=S)NNC(=O)c1cccs1)c1ccco1 was read as Cneo AK release 1.6, RAD54 branch 5.2, PglD DTNB -1.3, miR-122 sensor 12.3 and PGC1a acetyl inh -5.4.
For O=C(Cn1cnc2ccccc2c1=O)NCc1ccc2c(c1)OCO2 the results were Cneo AK release 3.3, RAD54 branch 6.8, PglD DTNB 3.4, miR-122 sensor -1.5 and PGC1a acetyl inh -22.6.
Screening C[C@@H]1CCCCO[C@@H](CN(C)Cc2ccc(C(F)(F)F)cc2)[C@H](C)CN([C@@H](C)CO)C(=O)c2cc(NS(=O)(=O)c3ccc(Cl)cc3)ccc2O1 returned ERAP1 HTS inh -0.3, Cneo AK release 6.0, RAD54 branch -5.7, PglD DTNB 2.5, miR-122 sensor -11.3[16.7 µM], PGC1a acetyl inh 8.3, RAD52 anneal inh -0.8 and E-sel inducer -0.2.
For Cc1cccc(Oc2ncnc(N)c2[N+](=O)[O-])c1 the results were Cneo AK release 1.0, RAD54 branch -6.6, PglD DTNB 1.4, miR-122 sensor 9.5 and PGC1a acetyl inh 0.4.
Cc1c(OCC(=O)N2CCC(C(N)=O)CC2)ccc2c3c(c(=O)oc12)CCCC3 was read as Cneo AK release -0.2, RAD54 branch -6.9, PglD DTNB -3.2, miR-122 sensor -0.1, PGC1a acetyl inh 11.7 and RAD52 anneal inh -2.9.
Screening COC(=O)c1ccc(CSc2nnc(NCc3ccccc3)s2)o1 returned Cneo AK release 3.4, RAD54 branch -3.7, PglD DTNB 6.8, miR-122 sensor -5.4 and PGC1a acetyl inh -31.9.
For Cc1ccc(SCc2c(-c3ccccc3)nn(C)c2Cl)cc1 the results were Cneo AK release 1.9, RAD54 branch -4.9, PglD DTNB -4.4, miR-122 sensor 3.9 and PGC1a acetyl inh -9.4.
Screening C/C(=N\NC(=O)c1c(Cl)cnn1C)c1ccc(NC(=O)c2ccc(Br)o2)cc1 returned ERAP1 HTS inh -4.1, Cneo AK release -0.8, RAD54 branch -5.3, PglD DTNB -4.8, miR-122 sensor 0.8 and RAD52 anneal inh -6.5.
Screening Cc1ccc(-c2cc3ccccc3nc2N)cc1 returned ERAP1 HTS inh 0.9, Cneo AK release -1.0, RAD54 branch -0.9, PglD DTNB -7.7, miR-122 sensor -13.3, PGC1a acetyl inh 1.5, RAD52 anneal inh -31.4 and E-sel inducer 0.9.

This is a random part of the collection; about 1.4% have a hit in one of these screens.
